# EPAC2 agonist = activates human EPAC2 exchange factor | Q8WZA2 | EPAC2 activation, biochemical qHTS; response scale: 100% = 6.5 mM cAMP response | Potency, µM (series often up to 154 µM), for inactives: top-dose activation, usual class: activators | 0.079% of 360,000 active; also: potency is read from the fitted curve at half-maximal effect; nearly all actives have a fitted effect of over 50% in size
# Target sequence (Q8WZA2 whole entry, looked up): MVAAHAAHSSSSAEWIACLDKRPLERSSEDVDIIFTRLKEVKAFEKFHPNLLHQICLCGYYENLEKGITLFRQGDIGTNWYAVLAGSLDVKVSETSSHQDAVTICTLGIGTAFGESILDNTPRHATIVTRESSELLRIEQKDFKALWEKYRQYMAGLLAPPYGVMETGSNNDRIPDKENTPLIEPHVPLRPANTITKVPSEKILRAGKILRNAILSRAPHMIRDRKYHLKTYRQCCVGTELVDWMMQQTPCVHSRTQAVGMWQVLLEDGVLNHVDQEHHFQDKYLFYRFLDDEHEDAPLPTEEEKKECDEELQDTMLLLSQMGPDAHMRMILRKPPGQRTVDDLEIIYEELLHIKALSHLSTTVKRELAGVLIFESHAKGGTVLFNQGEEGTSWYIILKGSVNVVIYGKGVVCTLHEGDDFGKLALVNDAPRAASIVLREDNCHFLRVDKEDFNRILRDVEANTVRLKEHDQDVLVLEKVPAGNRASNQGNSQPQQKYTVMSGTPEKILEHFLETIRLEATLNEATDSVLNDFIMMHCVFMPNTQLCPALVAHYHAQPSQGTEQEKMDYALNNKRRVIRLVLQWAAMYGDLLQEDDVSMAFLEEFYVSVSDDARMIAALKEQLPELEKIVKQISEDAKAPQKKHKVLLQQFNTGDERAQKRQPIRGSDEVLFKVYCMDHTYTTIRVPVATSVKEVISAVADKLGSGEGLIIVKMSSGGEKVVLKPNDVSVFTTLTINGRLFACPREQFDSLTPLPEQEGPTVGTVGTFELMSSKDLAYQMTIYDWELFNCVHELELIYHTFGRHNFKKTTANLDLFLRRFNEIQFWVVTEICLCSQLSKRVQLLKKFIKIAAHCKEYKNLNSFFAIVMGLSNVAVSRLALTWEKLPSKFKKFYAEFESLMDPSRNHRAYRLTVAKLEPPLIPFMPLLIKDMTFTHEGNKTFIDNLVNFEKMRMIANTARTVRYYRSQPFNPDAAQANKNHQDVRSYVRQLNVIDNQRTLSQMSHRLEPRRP
#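 Setup: EPAC2 100 nM, labeled Rap1B complex 250 nM, free GDP 50 uM. Compound titrations pinned in, brief spin, 5 min room temperature incubation. Kinetic fluorescence read over 30 min, normalized to 6.5 mM cAMP.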
# CCT chaperon mod = changes cytosolic chaperonin activity | purified chaperonin ATPase assay, HTRF ADP detection, 30 min | activity change, % (test concentration not listed), hits read low | 0.3% of 360,000 active | AID 651819; in the data active = activity change below about -30%; also: % is scaled to controls: 0 for no effect and ±100 for the full control effect
#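 We incubate TRiC, 40 or 20 nM final, with library compounds at 76 uM and 10 uM ATP for 30 min at 37 °C. ADP formed is detected with Transcreener HTRF reagents after 30 min at room temperature.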
# MmCpn inh = blocks the Methanococcus maripaludis chaperonin Mm-Cpn. Potency, µM (titrated, usually from 76.9 µM), without a hit: at the top dose activity, negative = inhibition, most hits filed as inhibitors. 0.031% of 330,000 active. purified Mm-Cpn ATPase, ADP Transcreener TR-FRET; also: potency is read from the fitted curve at half-maximal effect; % is scaled to controls: 0 for no effect and ±100 for the full control effect; nearly all actives have a fitted effect of over 80% in size
#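 Compound-treated chaperonin, 25 nM final, turns over 10 uM ATP at 37°C for 30 min following a 10 min preincubation; ADP generated competes with ADP-d2 for Eu-cryptate antibody, lowering FRET.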
# A549 viability = A549 cytotoxicity, counter-screen for Nrf2 inhibitors | A549 ARE-Fluc cells, CellTiter-Fluor viability, 18-24 h | Potency, µM (titrated, usually from 46 µM), for inactives: at the top dose activity change, negative = cytotoxicity, usual class: inhibitors | 0.16% of 390,000 active; also: potency is read from the fitted curve at half-maximal effect; % is scaled to controls: 0 for no effect and ±100 for the full control effect
#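 A549 ARE_Fluc cells in 5% FBS OPTI-MEM were exposed to compounds in concentration-response for 18-24 h at 37 deg C. Viability was read by CellTiter-Fluor fluorescence (Ex 405/Em 525) after 30 min, before the luciferase read.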
# pAkt inh = blocks phosphorylation of Akt; Neuro2A IGF-stimulated pAkt S473 HTRF, 20 min; hits give low values; activity change, % for hits at 50 µM; 0.32% of 360,000 active; AID 651550; in the data active = activity change below about -80%; inconclusive = mostly about -51% to -80%; also: % is scaled to controls: 0 for no effect and ±100 for the full control effect
#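 Neuro2A cells (4,500/well, DMEM with 0.5% FBS) were treated with compound at a single 50 µM final concentration, stimulated with 6 nM IGF for 20 min at 37 °C, and lysed. Phospho-Akt Ser473 was read by HTRF as 665/615 ratio ×10^4.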
# Nrf2 activator = activates Nrf2 signaling; AREc32 ARE-luciferase reporter (MCF7-derived line), luminescence, 24 h; Potency, µM (doses to about 46.1 µM), inactives show at the top dose activation, actives largely listed as activators; 0.31% of 410,000 active; AID 624171; also: potency is read from the fitted curve at half-maximal effect; % of control where 0% means no effect; nearly all actives have a fitted effect of over 65% in size
#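 Steps: seed AREc32_Fluc cells (1000/well, 5% FBS OPTI-MEM); incubate overnight at 37 deg C; add 23 nL compound; incubate 24 hr; add Steady-Glo; hold 30 min RT; read luminescence.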
# EPAC2 antag = blocks human EPAC2 exchange factor; EPAC2 GEF exchange of Rap1B-BODIPY-GDP, fluorescence; AID 720708; 0.18% of 360,000 active; Potency, µM (doses to about 114 µM), for inactives: at the highest dose activity, negative = inhibition, actives largely listed as inhibitors; also: potency is read from the fitted curve at half-maximal effect; % is scaled to controls: 0 for no effect and ±100 for the full control effect; nearly all actives have a fitted effect of over 45% in size; many of its hits are not listed in these tables
# Nrf2 inh = inhibitors of Nrf2 signaling. Potency, µM (highest dose often 46 µM), for the others: at the top dose activity change, negative = inhibition, most hits filed as inhibitors. 2.1% of 360,000 active. AID 504444. A549 ARE-Fluc reporter, luciferase luminescence, 18-24 h; also: potency is read from the fitted curve at half-maximal effect; % is scaled to controls: 0 for no effect and ±100 for the full control effect; nearly all actives have a fitted effect of over 60% in size
#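 In this cell-based qHTS, ARE-driven firefly luciferase in A549 cells reports Nrf2 activity; the luminescent signal after BugLite lysis is the measured value, with a prior CellTiter-Fluor read for cell health.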
# TGFb inhibitor = TGF-b pathway inhibition. 1.2% of 410,000 active. Potency, µM (doses to about 46.1 µM), inactives show top-dose activity, negative = inhibition, hits mostly inhibitors. HepG2 CAGA-GFP TGF-b/SMAD3 reporter, GFP fluorescence, 18 h; TGF-beta stimulated, 500 pg/mL final; also: potency is read from the fitted curve at half-maximal effect; % is scaled to controls: 0 for no effect and ±100 for the full control effect; nearly all actives have a fitted effect of over 65% in size
#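 First, reporter cells (HEPG2 CAGA-GFP) rested 2 h at 37 degrees C. Next, compounds were pinned in and TGF-beta added to 500 pg/mL final. After 18 h, GFP was imaged per cell and summed per well.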
# * = called active by the depositor; i = inactive; ? = inconclusive; . = no result given; [ ] = another dose, or the depositor's remark. Unless noted, calls follow the shape of the dose curve; as a rule, active = well fitted curve in the direction sought with a large enough effect; inconclusive = small, poorly fitted or top-dose-only effect, or another doubt; inactive = no such curve, though single readings can be large; an effect the other way counts as inactive or inconclusive. A portion of the library (hit frequency here may not be typical).
mol	EPAC2 agonist	CCT chaperon mod	MmCpn inh	A549 viability	pAkt inh	Nrf2 activator	EPAC2 antag	Nrf2 inh	TGFb inhibitor
O=C(C/C=N/OCc1c(Cl)cccc1Cl)c1ccc(Cl)cc1	9%	-2.0	0%	4%	i	-0.2%	-19%	-24%	10%
CC(=O)N1CCc2c(sc(NC(=O)C3CC3)c2-c2nc3ccccc3s2)C1	6%	1.1	-16%	-11%	i	?	-2%	-16%	?
COC(=O)[C@H](Cc1ccccc1)NS(=O)(=O)c1ccc(F)cc1Br	11%	-4.3	.	0%	i	-0.3%	-16%	9%	-12%
COc1ccc(OC)c(NC(=O)CSc2sc3c(O)cc(=O)[nH]c3c2C#N)c1	3%	1.4	-3%	1%	i	-0.3%	-4%	2%	13%
O=[N+]([O-])c1ccc(S(=O)(=O)N(CC(O)CN2CCCCC2)c2ccccc2)cc1 (stereo not given)	-4%	-3.0	0%	0%	i	0.0%	16%	2%	20%
CCCCN(Cc1ccccc1)S(=O)(=O)c1ccc2c(c1)n(C)c(=O)c(=O)n2C	10%	-1.2	-1%	6%	i	0.0%	7%	8%	-3%
COCCn1nnnc1CN1CCC(NC(=O)Nc2cccc(OC)c2)CC1	4%	-2.4	1%	.	i	0.2%	2%	-17%	?
O=C(c1cc(C2CCCCN2S(=O)(=O)c2ccc(F)cc2F)on1)N1CCOCC1 (stereo not given)	4%	0.0	.	.	i	-0.4%[9.22 µM]	-3%	.	31%
COCCc1ncc(CN2CCC(C(=O)Nc3ccc(-n4cccn4)cc3)CC2)cn1	8%	0.8	6%	-3%	i	-0.2%	6%	5%	12%
CC1(C)Cc2ccccc2C(NNC(=O)c2cccnc2)=N1	2%	-2.6	0%	-6%	i	-0.5%	8%	7%	3%
O=C(NC(CO)c1ccccc1)c1ccco1 (stereo not given)	-8%	0.2	-1%	-3%	i	0.3%	12%	1%	-18%
COc1ccc(-c2nc3c(C#N)c[nH]n3c2NC2CCCC2)cc1	.	.	.	-2%	.	5.8%	.	14%	-19%
Cc1ccc(C)c(NC(=O)CN(C)C(=O)c2ccc(-c3cccc(C(F)(F)F)c3)o2)c1	-31%[inhibitor]	-2.1	1%	-1%	i	0.0%	-1%	?	-34%
Cc1ccc(C(=O)C(NC(=O)c2ccco2)N2CCOCC2)cc1 (stereo not given)	0%	-3.3	-2%	-6%	.	-0.6%	5%	29%	?
COc1ccc(CCNC(=O)CSc2nncn2N)cc1OC	8%	-3.0	0%	3%	i	0.2%	0%	2%	0%
Cc1cccn2c(CN(C)CCC3CCCCO3)c(C(=O)N3CCCCC3)nc12 (stereo not given)	8%	0.8	0%	-10%	i	-0.2%	-3%	-10%	2%
NC(N)=NN=C1CCCCCCCCCCC1	-5%	0.1	0%	0%	i	3.2%	2%	-12%	18%
CC(C)(C)C1CCc2c(sc(NC(=O)C3CCCO3)c2C(N)=O)C1 (stereo not given)	9%	0.5	-1%	-15%	i	0.1%	-21%	?	6%
Cc1ccc(C)c(NC(=O)CN(C)C(=O)Cc2coc3cc(C)c(C)cc23)c1	0%	3.0	-7%	-1%	i	0.3%	-15%	-14%	26%
Cc1cccc(C(=O)Nc2ccc(C(=O)N3CCCCC3C)cc2)c1 (stereo not given)	5%	2.4	2%	-17%	i	3.2%	6%	-9%	8%
COc1ccc2[nH]c(=O)c(CN(CC3CCCO3)S(=O)(=O)c3ccccc3)cc2c1 (stereo not given)	8%	0.1	3%	3%	i	0.2%	14%	-2%	-1%
O=C(NCCNc1ccc([N+](=O)[O-])cc1)c1ccco1	0%	-0.5	3%	?	i	-0.7%	1%	1%	-2%
COc1cccc(NC(=O)CSc2nnc(CNC(=O)c3ccccc3F)o2)c1	3%	-0.6	0%	2%	i	-0.2%	9%	?	-26%
CC(=O)N1CCOc2ccc(S(=O)(=O)NCc3ccc(C)cc3)cc21	-6%	-2.7	1%	-3%	i	0.4%	-1%	?	4%
COc1ccc(C(C)NC(=O)c2ccoc2C)cc1OC (stereo not given)	1%	-1.8	-4%	-5%	i	-0.4%	5%	7%	0%
O=c1c2c3c(sc2nc2n1CCCS2)CCCC3	1%	2.6	-1%	-5%	i	2.3%	4%	?	19%
Cc1cc(C(=O)NNC(=O)c2ccc(Cl)c(S(N)(=O)=O)c2)c(C)o1	7%	-1.4	-8%	1%	i	-0.2%	9%	0%	-8%
CCCc1nn(-c2cc(Cl)ccc2OC)c2c1C(=O)CCC2	11%	-22	1%	9%	i	2.4%	-11%	-14%	-6%
CSCC[C@H](NC(=O)OC(C)(C)C)c1nnc(SCC=C(C)C)o1	10%	1.2	-1%	-10%	i	0.0%	-1%	-23%	0%
COc1ccc(C(CNC(=O)COc2ccccc2)N2CCOCC2)cc1 (stereo not given)	1%	0.9	-7%	-2%	i	0.0%	-24%	4%	0%

# Some of the entries above in a different format:
Cc1cc(C(=O)NNC(=O)c2ccc(Cl)c(S(N)(=O)=O)c2)c(C)o1
  EPAC2 agonist: 7%; CCT chaperon mod: -1.4; MmCpn inh: -8%; A549 viability: 1%; pAkt inh: i; Nrf2 activator: -0.2%; EPAC2 antag: 9%; Nrf2 inh: 0%; TGFb inhibitor: -8%

COc1ccc2[nH]c(=O)c(CN(CC3CCCO3)S(=O)(=O)c3ccccc3)cc2c1 (stereo not given)
  EPAC2 agonist: 8%; CCT chaperon mod: 0.1; MmCpn inh: 3%; A549 viability: 3%; pAkt inh: i; Nrf2 activator: 0.2%; EPAC2 antag: 14%; Nrf2 inh: -2%; TGFb inhibitor: -1%

COC(=O)[C@H](Cc1ccccc1)NS(=O)(=O)c1ccc(F)cc1Br
  EPAC2 agonist: 11%; CCT chaperon mod: -4.3; MmCpn inh: .; A549 viability: 0%; pAkt inh: i; Nrf2 activator: -0.3%; EPAC2 antag: -16%; Nrf2 inh: 9%; TGFb inhibitor: -12%

COc1cccc(NC(=O)CSc2nnc(CNC(=O)c3ccccc3F)o2)c1
  EPAC2 agonist: 3%; CCT chaperon mod: -0.6; MmCpn inh: 0%; A549 viability: 2%; pAkt inh: i; Nrf2 activator: -0.2%; EPAC2 antag: 9%; Nrf2 inh: ?; TGFb inhibitor: -26%

# More results follow:
mol	EPAC2 agonist	CCT chaperon mod	MmCpn inh	A549 viability	pAkt inh	Nrf2 activator	EPAC2 antag	Nrf2 inh	TGFb inhibitor
CCN(c1ccccc1)S(=O)(=O)c1cc(C(=O)OCC(=O)c2c(N)n(C)c(=O)n(C)c2=O)ccc1C	6%	-0.7	.	?	i	2.7%	0%	18µM*	-5%
COc1cccc(CN2CCNC(=O)C2CC(=O)NC2CCCCC2)c1OC (stereo not given)	-7%	-1.0	0%	-1%	i	0.3%	-4%	7%	8%
Cc1ccc(NC(=O)C(OC(=O)c2ccc(C=O)cc2)c2ccccc2)cc1Cl (stereo not given)	2%	-6.3	-1%	-2%	i	-0.3%	-4%	-13%	?
COc1cc(/C=C2/NC(=O)N(Cc3ccccc3F)C2=O)ccc1Oc1ccc([N+](=O)[O-])cn1	-5%	1.2	1%	1%	i	1.8%[9.22 µM]	15%	-16%	-21%
CC1CCCCC12NC(=O)N(Cc1cc(=O)n3ccsc3n1)C2=O (stereo not given)	14%	-1.2	-2%	0%	i	-0.1%	-4%	3%	-6%
CC(C)COc1ccc(C(=O)OC2CC(C)(C)OCC2CN(C)C)cc1 (stereo not given)	-6%	-2.1	-4%	4%	i	1.7%	-6%	.	34%[activator]
O=C(N/N=C/c1cccnc1)c1ccccc1OCc1ccc(Br)cc1	10%	-0.1	0%	1%	i	8.8%	-6%	2%	2%
COc1ccccc1NCC(=O)c1ccc(C)c(C)c1	8%	0.8	1%	8%	i	-0.9%[9.22 µM]	0%	-6%	-3%
CCN(C(=O)COC(=O)Cn1c(C)csc1=O)c1c(N)n(Cc2ccccc2)c(=O)[nH]c1=O	-5%	1.0	1%	6%	i	-0.1%	25%	-16%	-4%
Cc1ccccc1NC(=O)c1c(C)cc(=O)oc1C	1%	0.2	-7%	0%	i	0.4%	0%	7%	3%
Cc1oc(-c2cccc(Cl)c2)nc1CN1CCC(C(=O)NCc2ccc(F)cc2)CC1	.	.	.	-5%	.	7.2%	.	14%	-28%
CC1(C(=O)Nc2ccc3ccccc3c2)CC1(Br)Br (stereo not given)	7%	-3.2	-15%	3%	i	0.5%	5%	-6%	-4%
CC(NC(=O)CN(Cc1ccccc1)S(=O)(=O)c1ccccc1)c1cccnc1 (stereo not given)	12%	-1.6	-1%	10%	i	-0.1%	-9%	6%	-17%
Cc1ccc(S(=O)(=O)N2CCN(CCc3ccccc3)CC2)c(C)c1	16%	0.5	0%	-2%	i	2.4%	-5%	18µM*	?
CC1CCN(C(=O)CNC(=O)Cc2ccccc2)CC1	12%	-1.5	-1%	-2%	i	-0.4%	3%	-16%	8%
CC1C(C)C(O)(c2ccccc2)CCN1C (stereo not given)	-1%	0.7	1%	25%	i	0.5%	-6%	-9%	0%
Cc1noc(NS(=O)(=O)c2ccc(NC(=O)Cc3ccc([N+](=O)[O-])cc3)cc2)c1C	3%	-2.7	-1%	4%	i	-0.3%	9%	?	0%
CC(C)(C)c1ccccc1OCCCCN1CCCC1	?	-4.7	1%	-2%	.	-0.3%	-8%	15%	5%
CCC1(C2=CCCCC2)C(=O)NC(=S)N=C1N (stereo not given)	-5%	-0.7	.	11%	i	0.6%	3%	0%	-6%
C/C=C/c1cnc2c(c1)C(=O)N([C@@H](C)CO)C[C@H](C)[C@@H](CN(C)S(=O)(=O)c1ccc(C)cc1)O2	9%	-2.0	.	.	i	0.6%	-5%	.	-3%
CC(C(=O)Nc1ccccn1)(c1ccccc1)c1ccccc1	5%	1.2	1%	-10%	i	-0.3%	-19%	-27%	-3%
Cc1nc2ncnn2c(C)c1CCC(=O)NC(C)c1ccc2c(c1)OCCO2 (stereo not given)	4%	2.5	0%	-6%	.	-0.6%	11%	7%	-25%
Cc1ccc(NNC(=O)c2cccs2)cc1Cl	6%	0.2	-4%	2%	i	3.2%	-7%	-9%	4%
